Compound activity (PubChem BioAssay)
DNMT1 inh: human DNMT1 methyltransferase inhibitors, primary screen, biochemical, molecular beacon, fluorescence, HinP1I cleavage, uHTS; DNA (cytosine-5)-methyltransferase 1 (Homo sapiens), P26358; inhibition (reported as % activation of signal), % at 10 µM; hit rate 0.83% among 360,000; in the data active = inhibition above about 50%
Target sequence (P26358 504-1616 limits assumed): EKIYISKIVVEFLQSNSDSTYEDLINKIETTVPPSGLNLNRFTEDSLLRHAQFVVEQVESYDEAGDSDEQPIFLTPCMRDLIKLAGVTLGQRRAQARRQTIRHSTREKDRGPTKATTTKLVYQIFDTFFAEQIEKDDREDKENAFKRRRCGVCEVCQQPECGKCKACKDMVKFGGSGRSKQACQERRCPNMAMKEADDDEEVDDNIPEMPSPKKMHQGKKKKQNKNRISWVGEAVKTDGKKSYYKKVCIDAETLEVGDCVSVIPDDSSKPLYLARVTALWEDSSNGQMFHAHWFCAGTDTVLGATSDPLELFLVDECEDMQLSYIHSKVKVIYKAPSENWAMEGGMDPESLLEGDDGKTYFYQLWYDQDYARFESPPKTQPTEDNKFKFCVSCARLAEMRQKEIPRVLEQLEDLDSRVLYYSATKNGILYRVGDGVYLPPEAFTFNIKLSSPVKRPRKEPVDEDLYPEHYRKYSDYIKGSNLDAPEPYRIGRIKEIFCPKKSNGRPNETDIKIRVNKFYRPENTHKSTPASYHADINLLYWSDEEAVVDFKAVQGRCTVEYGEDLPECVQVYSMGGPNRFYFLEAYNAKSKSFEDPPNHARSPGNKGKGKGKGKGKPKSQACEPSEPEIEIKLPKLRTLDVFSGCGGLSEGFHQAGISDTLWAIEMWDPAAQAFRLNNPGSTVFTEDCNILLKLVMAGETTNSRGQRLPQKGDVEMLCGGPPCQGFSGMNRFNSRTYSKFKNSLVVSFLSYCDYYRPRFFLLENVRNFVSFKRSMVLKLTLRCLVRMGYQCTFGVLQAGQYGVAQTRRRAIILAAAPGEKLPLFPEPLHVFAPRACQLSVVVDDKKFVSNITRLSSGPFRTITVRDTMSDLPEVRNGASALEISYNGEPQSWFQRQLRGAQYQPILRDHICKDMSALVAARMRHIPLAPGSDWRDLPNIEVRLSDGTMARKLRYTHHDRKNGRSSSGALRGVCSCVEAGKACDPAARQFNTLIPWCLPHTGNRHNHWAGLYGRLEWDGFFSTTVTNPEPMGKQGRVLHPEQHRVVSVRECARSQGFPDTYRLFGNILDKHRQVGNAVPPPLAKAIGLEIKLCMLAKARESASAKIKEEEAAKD
LMPTP inh: LMPTP phosphatase inhibitors, primary screen, biochemical, fluorescence intensity, uHTS | Low molecular weight phosphotyrosine protein phosphatase (Homo sapiens), P24666 | recombinant LMPTP-A, OMFP fluorogenic substrate | inhibition, % at 20 µM | hit rate 0.22% among 360,000 | AID 651560, 2012;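 active = compounds that cut the enzyme signal by at least half of the control window in the single-dose screen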;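 also: plate controls were DMSO wells with enzyme plus substrate for no effect and substrate without enzyme for full effect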
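Assay system: LMPTP-A enzyme. Input: 0.625 nM LMPTP-A final. Probe or stimulus: 400 µM OMFP. Compound dosing: single 20 µM dose. Schedule: 50 min dark incubation at room temperature. Detection: fluorescence intensity of OMFP turnover product. Read-out: percent inhibition versus substrate-only and uninhibited controls. Benchmarks: no-enzyme low control, uninhibited high control.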
NadD block: inhibitors of S. aureus NadD, primary screen, biochemical, colorimetric, uHTS. Nicotinate-nucleotide adenylyltransferase NadD (Staphylococcus aureus N315). purified NadD enzyme, colorimetric absorbance read-out. inhibition, % at 20 µM. hit rate 0.78% among 360,000. AID 602399, 2012; in the data active = inhibition above about 26%; also: some compounds past the cut are filed as inactive
CendR NRP1 mod: modulators of CendR peptide binding to NRP-1, primary screen, biochemical, fluorescence polarization, uHTS. FAM-RPARPAR peptide binding to NRP-1. inhibition, % at 25 µM. hit rate 0.85% among 360,000. Neuropilin-1 (Homo sapiens), O14786;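 active = inhibition or corrected inhibition above about 18%, plus a signal ratio from 0.5 to 1.5, limit read from the data, passing the limit was not always enough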; also: strong numbers were not always called active
SUMO1-SIM PPI: modulators of SUMO1 protein-protein interactions, primary screen, biochemical, uHTS. Small ubiquitin-related modifier 1 (Homo sapiens), P63165. inhibition, % at 20 µM. hit rate 0.33% among 360,000. SUMO1 binding to a labelled peptide, TR-FRET, 1 h; in the data active = inhibition above about 37%
Neddyl block: inhibitors of cullin neddylation, primary screen, biochemical, TR-FRET, uHTS, NAE and Ubc12; calls only at 25 µM; hit rate 0.58% among 360,000; in the data active = inhibition above about 36%
STEP inh: STEP phosphatase inhibitors, primary screen, biochemical, fluorescence intensity, uHTS; inhibition, % at 20 µM; hit rate 0.25% among 360,000; Tyrosine-protein phosphatase non-receptor type 5 (Homo sapiens), P54829; recombinant STEP, OMFP fluorogenic substrate; AID 588621, 2011;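 active = inhibition at 20 µM, scaled per plate between control wells, above about 37%, limit read from the data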;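 also: 0% = DMSO with enzyme and substrate and 100% = substrate only without enzyme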
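System: STEP phosphatase, cell-free reaction; Buffer or medium: Bis-Tris pH 6.0 buffer with DTT, detergent; Incubation: 20 min at room temperature, dark; Measured by: fluorescence, 480/540 nm.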
Scp-1 inhibitor: Scp-1 phosphatase inhibitors, primary screen, biochemical, colorimetric, uHTS. Carboxy-terminal domain RNA polymerase II polypeptide A small phosphatase 1 (Homo …. Recombinant Scp1, phosphopeptide, malachite green phosphate absorbance. inhibition, % at 20 µM. hit rate 0.88% among 340,000. AID 493091, 2011;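 active = inhibition above about 50% at 20 µM, limit read from the data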;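 also: plate controls were DMSO wells with enzyme for no effect and wells lacking enzyme for full effect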
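Material: truncated SCP-1 phosphatase (76-261aa) / Buffer or medium: 50 mM Tris acetate pH 5.5, 0.005% Tween-20, 10 mM MgCl2 / Compound dosing: one concentration, 20 µM, with 1.0% DMSO / Incubation: 45 min room-temperature reaction, 5 min colour, 30 min stabiliser / Detection: colorimetric free-phosphate detection, absorbance 630 nm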
SKN-1 block: suppressors of acrylamide-induced Pgst-4::GFP reporter in worms, primary screen, SKN-1 inhibitor project, whole organism, uHTS, GFP/RFP fluorescence ratio, strain VP596 | C. elegans VP596 Pgst-4::GFP/RFP ratio, 24 h | inhibition, % at 21.8 µM | hit rate 0.49% among 360,000 | AID 624304, 2012;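 active = interference check ratio from 0.5 to 1.5 plus GFP to RFP signal ratio inhibition reaching or exceeding a fixed threshold, cut at about 30% in these data, passing the limit was not always enough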; also: some compounds called inactive have numbers as strong as hits
TbMetRS inhib: T. brucei MetRS inhibitors, primary screen, biochemical, luminescence | inhibition, % at 11.9 µM | purified T. brucei MetRS, ATP depletion, Kinase-Glo luminescence | AID 624268, 2012 | hit rate 0.4% among 360,000;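 active = inhibition above a per-plate cutoff of the control wells' mean inhibition plus 3 SD, cut at about 5.5% in these data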;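 also: 0% = DMSO wells median and 100% = median of wells with control inhibitor compound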
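Assay system: T. brucei methionyl-tRNA synthetase, purified | Medium: HEPES buffer with MgCl2, KCl, DTT, spermine, BSA, pyrophosphatase | Compound: 11.9 µM single point | Incubation: 15 min enzyme-compound preincubation, 2 h reaction, 10 min detection, 25 °C | Measured by: Kinase-Glo luciferase luminescence reporting remaining unconsumed ATP | Measure: % inhibition normalized to control-well medians | Replication: Singlicate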
Active calls of the source: *; i = inactive; x = no result given; + = active, no number.

mol	DNMT1 inh	LMPTP inh	NadD block	CendR NRP1 mod	SUMO1-SIM PPI	Neddyl block	STEP inh	Scp-1 inhibitor	SKN-1 block	TbMetRS inhib
CCOC(=O)N1CCC(NC(=O)c2cc(S(=O)(=O)N3CCC4(CC3)OCCO4)ccc2F)CC1	2	-1.4	7	-23	-1	i	0	-3	1	-0.8
O=C(CCNC(=O)c1ccccc1)NNC(=O)c1ccc(F)cc1	4	-1.6	-2	3	4	i	-1	-6	1	-0.4
CCOC(=O)c1sc(NC(=O)c2ccco2)nc1-c1ccccc1	-3	0.0	-5	5	-15	i	-1	6	-3	-0.8
CSCCC(NC(=O)COc1ccccc1)C(=O)OCc1ccc(Cl)cc1 (centres undefined)	-5	0.2	-8	-4	-1	i	1	-11	-9	-0.3
C/C=N/NC(=O)c1cc(Br)ccc1O	3	0.0	5	-5	0	i	3	0	-2	0.6
COc1cccc(CNC(=O)C2CCCN(S(=O)(=O)c3cnc[nH]3)C2)c1 (centres undefined)	0	-2.2	7	5	2	i	-1	12	-2	0.5
O=C(NCc1cccs1)C1C(=O)Nc2ccccc2C(=O)N1Cc1ccccc1 (centres undefined)	x	0.6	x	-4	-4	i	x	x	8	0.5
CC1(NC(=O)Nc2cccc(Br)c2)CCS(=O)(=O)C1 (centres undefined)	-1	-1.3	0	6	3	i	1	0	17	-0.1
Cc1ccc(S(=O)(=O)NCC(=O)N2CCCC2)cc1	3	-0.4	-7	6	-3	i	-4	3	4	-1.6
COc1ccc(/C=N/NC(=O)c2cccc(O)c2)cc1Cn1nc(C)c([N+](=O)[O-])c1C	-4	0.2	4	10	5	i	0	-11	-7	0.0
Cc1nn(C(=O)CNS(=O)(=O)c2ccccc2)c(C)c1Sc1ccc(Cl)cc1	1	3.4	-2	1	3	i	-1	-12	14	-0.1
CC(C)CN(C(=O)COC(=O)C1c2ccccc2Oc2ccccc21)C1CCS(=O)(=O)C1 (centres undefined)	-4	-0.2	-10	24*	-1	i	-14	-21	-5	-0.5
CC(Oc1ccccc1)C(=O)N1CCC2(CC1)Oc1ccc(F)cc1C(=O)C21CC(c2cccnc2)=NO1 (centres undefined)	-9	0.8	11	0	-9	i	3	1	-9	-0.2
O=C(CO/N=C/c1ccccc1OC(F)F)NCc1cccs1	0	-1.0	0	-8	-6	i	-1	-5	-3	-1.0
CC(C)CNC(=O)c1cnn2c(C(F)(F)F)cc(C(F)(F)F)nc12	-4	-0.3	-3	6	-11	i	3	0	13	-0.2
Cc1cc(C)cc(NC(=S)N2CCN(S(=O)(=O)c3ccccc3)CC2)c1	4	4.6	0	2	-2	i	9	13	6	0.9
Cc1ccc(C)c(NC(=O)NNC(=O)c2ccc3ccccc3c2O)c1	-13	-0.4	-3	-4	1	+	0	-2	14	-0.5
Cc1ccc2sc(NC(=O)c3cccc(N4C(=O)CCC4=O)c3)nc2c1C	-3	1.2	-6	7	-2	i	-3	1	38*	-0.3
CCOc1ccc(/C=N/NC(=O)c2ccncc2)cc1OC	-1	-0.6	-5	-14	-8	i	2	x	6	0.2
Cc1cccc(Nc2nnc(SC(C)C(=O)NC3CC3)s2)c1 (centres undefined)	3	-0.6	-4	-4	0	i	-1	-1	-23	-0.4
CCOC(=O)[C@]12CCCC=C1N(Cc1ccccc1)C(=O)[C@H](CC(=O)N1CCCCCC1)C2	x	-1.1	x	4	-4	i	x	x	5	-0.9
COc1ccc(C2/C(=C(\O)c3ccc4c(c3)OCCO4)C(=O)C(=O)N2CCCN(C)C)cc1 (centres undefined)	4	-1.6	-4	11	1	i	-6	0	-18	0.0
COc1ccc(N2CCN(Cc3nc4ccccc4c(=O)[nH]3)CC2)cc1	-2	-0.8	-7	0	6	i	1	-11	0	-0.5
Cc1c(Cl)cccc1NC(=O)COc1ccc(S(=O)(=O)N2CCOCC2)cc1	-3	0.3	-5	-3	1	i	-1	-4	-16	-0.6
Cc1c(NC(=O)COC(=O)C23CC4CC(CC(O)(C4)C2)C3)c(=O)n(-c2ccccc2)n1C	4	-0.4	2	18	-1	i	2	0	-10	-0.6
Cn1c(=O)c2[nH]c(CCCCCc3nc4ccccc4[nH]3)nc2n(C)c1=O	4	1.3	-1	2	3	i	-2	-3	-11	0.1
COc1ccccc1NC(C)C(=O)N/N=C/c1cccs1 (centres undefined)	2	-0.5	0	3	-9	i	-2	-6	-1	0.5
COc1ccc(NC(=O)N(C)C[C@H]2Oc3ccc(NS(=O)(=O)c4ccc(OC)cc4)cc3C(=O)N([C@H](C)CO)C[C@@H]2C)cc1	0	-0.8	3	4	6	i	1	2	-6	0.2
COc1cc2c(cc1OC)CN(C(=S)Nc1c(C)cccc1C)CC2	3	-1.1	-4	9	0	i	1	4	1	-0.1
COC(=O)CC1C(=O)NCCN1C(=O)c1ccccc1 (centres undefined)	1	-0.4	2	-2	1	i	-3	0	14	-0.5
CCCCn1c(SCC(=O)NCC2CCCO2)nc2ccc(N3CCOCC3)cc2c1=O (centres undefined)	-4	-0.5	6	-3	-1	x	0	-8	4	0.3
CCCCC(CC)C1OCC(CN2CCCCC2)O1 (centres undefined)	-4	-0.4	-7	-15	2	i	0	-3	-2	-0.8
CC(C)c1ccc(S(=O)(=O)c2nnn3c2nc(N2CCCCC2)c2ccccc23)cc1	-7	2.9	8	9	11	i	3	-7	12	-0.7
CC(C)[C@H](NC(=O)c1c(F)cccc1F)C(=O)OCC(=O)NC(=O)NC1CCCC1	1	-2.0	-4	5	0	i	-2	-2	-5	-0.1
COc1ccc(-c2noc(CCC(=O)NCCc3ccccc3)n2)cc1OC	3	0.1	-5	-2	0	i	2	-7	14	0.8
O=C(CNS(=O)(=O)c1ccc(Br)cc1)N1CCN(Cc2ccccc2)CC1	0	-1.2	-1	-1	1	i	-1	-7	-1	0.2
COc1ccc(CC(=O)OCC(=O)NCc2ccco2)cc1	12	0.5	-3	4	9	i	0	12	10	-0.5
COc1cccc(/C=N/NC(=O)c2nnn(-c3nonc3N)c2-c2cccs2)c1	-3	-0.2	4	6	-3	i	-4	2	-6	-0.4
O=S(=O)(Nc1cc(C(F)(F)F)ccc1N1CCOCC1)c1ccc2ccccc2c1	-8	4.4	-1	0	-7	i	-1	-13	22	0.7
Cc1c(Cl)cccc1NC(=O)COC(=O)CN1C(=O)NC(C)(C)C1=O	1	-0.5	1	-11	1	i	1	-1	12	0.7
OCc1ccccc1-c1nc(NCC2CC2)nc2ccsc12	4	0.2	2	6	-1	x	-1	x	14	-0.4
COc1ccc(N(CC(=O)NCCSC(C)(C)C)S(C)(=O)=O)c(OC)c1	-2	-0.7	2	-4	-5	i	1	-1	8	-1.4
O=C(NCC1CC1)C1Cc2c(-c3ccccc3Oc3ccccc3)ccnc2O1 (centres undefined)	5	-1.7	-8	-14	3	i	0	x	-1	-0.4
C[C@@H]1CN([C@@H](C)CO)C(=O)CCCn2nncc2CO[C@H]1CN(C)C(=O)Nc1ccc(C(F)(F)F)cc1	2	-2.5	8	-2	-2	i	1	x	10	-0.1
CCCN(CCC)CCN1C(=O)C2C(C(=O)Nc3cccc(SC)c3)C3C=CC2(O3)C1C(=O)NC1CCCCC1 (centres undefined)	-1	-0.7	-4	1	10	i	-3	-6	-4	0.4
O=C(NCCN1CCOCC1)NC1(C(F)(F)F)Oc2ccccc2O1	3	-2.8	-1	1	0	i	-6	-5	27	0.4
CC1CC(CCC(=O)NC(=S)Nc2ccc(Cl)cn2)C(=O)O1 (centres undefined)	0	-1.0	1	-2	2	i	1	-8	2	-0.6
COc1cc(NS(C)(=O)=O)c(OC)cc1NC(=O)c1ccccc1	-1	1.1	-2	6	2	i	-2	2	2	-0.9
Cc1ccc(S(=O)(=O)N2CCN(C(=O)c3ccccc3OCc3c(C)noc3C)CC2)cc1C	0	-0.3	1	6	5	i	0	-7	-3	-0.6
Cc1ccc2oc(/N=C(\N)NC(=O)C3CC3)nc2c1	-4	0.1	-4	4	3	i	-1	-11	6	-0.1

Other records:
mol	DNMT1 inh	LMPTP inh	NadD block	CendR NRP1 mod	SUMO1-SIM PPI	Neddyl block	STEP inh	Scp-1 inhibitor	SKN-1 block	TbMetRS inhib
CCOc1ccc(C2/C(=C(\O)c3cccc(OC)c3)C(=O)C(=O)N2c2ccccn2)cc1OC (centres undefined)	5	-1.8	-2	21	-4	i	-3	-8	27	0.2
CC(OC(=O)c1ccncc1)C(=O)Nc1ccc([N+](=O)[O-])cc1Cl (centres undefined)	-1	-0.9	10	9	-19	i	-4	-1	-7	0.2
NC(=O)c1ccc[n+](CC(=O)c2ccc(Cl)c(Cl)c2)c1	-1	11	-3	-5	-7	i	-1	-4	13	0.0
O=C(N[C@H](CO)[C@H](O)c1ccc([N+](=O)[O-])cc1)C(Cl)Cl	0	-1.3	1	0	-6	i	2	-1	21	-0.2
O=C(CCN1CCCCC1)c1ccc2c(c1)OCO2	2	0.4	2	7	3	i	-2	-13	3	0.3
C(=C\c1nccc2c1[nH]c1ccccc12)/c1ccccc1	-11	5.2	2	-6	-11	x	1	-1	21	0.4
CC1(C(=O)Nc2ccc3ccccc3c2)CCC(=O)N1C1CC1 (centres undefined)	4	-1.0	-8	8	3	i	-3	x	-3	-1.2
COc1ccc(CN2C[C@@H](CO)O[C@@H](n3cnc4c(NCc5ccc(F)cc5)ncnc43)C2)cc1	-4	-1.0	-1	0	3	i	-3	x	-6	0.1
